# Screening results (PubChem)
# FXIIa inh: human FXIIa protease inhibitors, primary screen, biochemical, 1536-well. inhibition, % at 5 µM. 220,000 compounds, 0.3% hits. Coagulation factor XII (Homo sapiens), P00748. purified FXIIa, Boc-QGR-AMC fluorogenic substrate, 2 h; in the data active = inhibition above about 40%;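 also: 0% = enzyme with no compound and 100% = blank without enzyme; many of its hits are not listed in these tables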
# Rad51 HR inh: human RAD51 strand exchange inhibitors, primary screen, biochemical, fluorescence; DNA repair protein RAD51 homolog 1 (Homo sapiens), Q06609; hRad51 DNA strand exchange, fluorescence dequenching; inhibition, % at 10 µM; 200,000 compounds, 0.085% hits;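 active = inhibition above 40% at the single screening dose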;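 also: 0% = DMSO control wells and 100% = blanks with heterologous ssDNA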
#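 System: hRad51 filaments on single-stranded DNA; reagent: Fluorescein- and BHQ1-tagged 47-mer duplex; compound dosing: one concentration, 10 µM final; timing: filaments 15 min 37 °C, then compound 30 min; measured by: fluorescein emission 520 nm, excitation 485 nm; benchmarks: per-plate controls and blanks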
# Cl transport mod: KCC2 cotransporter modulators, thallium flux, primary screen, cell-based, HEK293 KCC2, FluoZin-2 fluorescence, MLSMR; Solute carrier family 12 member 5 (Homo sapiens), Q9H2X9; KCC2 cells, thallium flux FluoZin-2 fluorescence; B-score of Tl+ flux slope (higher = more flux/activation; lower = inhibition) at 10 µM; 190,000 compounds, 2.2% hits; AID 1456, 2008;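 active = thallium flux slope and its plate-corrected score both differing from the plate sample mean at a set confidence after two filtering rounds, in either direction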;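 also: slope of fluorescence scaled to starting intensity during 10 to 20 s after thallium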
# Target sequence (Q9H2X9 whole entry, looked up): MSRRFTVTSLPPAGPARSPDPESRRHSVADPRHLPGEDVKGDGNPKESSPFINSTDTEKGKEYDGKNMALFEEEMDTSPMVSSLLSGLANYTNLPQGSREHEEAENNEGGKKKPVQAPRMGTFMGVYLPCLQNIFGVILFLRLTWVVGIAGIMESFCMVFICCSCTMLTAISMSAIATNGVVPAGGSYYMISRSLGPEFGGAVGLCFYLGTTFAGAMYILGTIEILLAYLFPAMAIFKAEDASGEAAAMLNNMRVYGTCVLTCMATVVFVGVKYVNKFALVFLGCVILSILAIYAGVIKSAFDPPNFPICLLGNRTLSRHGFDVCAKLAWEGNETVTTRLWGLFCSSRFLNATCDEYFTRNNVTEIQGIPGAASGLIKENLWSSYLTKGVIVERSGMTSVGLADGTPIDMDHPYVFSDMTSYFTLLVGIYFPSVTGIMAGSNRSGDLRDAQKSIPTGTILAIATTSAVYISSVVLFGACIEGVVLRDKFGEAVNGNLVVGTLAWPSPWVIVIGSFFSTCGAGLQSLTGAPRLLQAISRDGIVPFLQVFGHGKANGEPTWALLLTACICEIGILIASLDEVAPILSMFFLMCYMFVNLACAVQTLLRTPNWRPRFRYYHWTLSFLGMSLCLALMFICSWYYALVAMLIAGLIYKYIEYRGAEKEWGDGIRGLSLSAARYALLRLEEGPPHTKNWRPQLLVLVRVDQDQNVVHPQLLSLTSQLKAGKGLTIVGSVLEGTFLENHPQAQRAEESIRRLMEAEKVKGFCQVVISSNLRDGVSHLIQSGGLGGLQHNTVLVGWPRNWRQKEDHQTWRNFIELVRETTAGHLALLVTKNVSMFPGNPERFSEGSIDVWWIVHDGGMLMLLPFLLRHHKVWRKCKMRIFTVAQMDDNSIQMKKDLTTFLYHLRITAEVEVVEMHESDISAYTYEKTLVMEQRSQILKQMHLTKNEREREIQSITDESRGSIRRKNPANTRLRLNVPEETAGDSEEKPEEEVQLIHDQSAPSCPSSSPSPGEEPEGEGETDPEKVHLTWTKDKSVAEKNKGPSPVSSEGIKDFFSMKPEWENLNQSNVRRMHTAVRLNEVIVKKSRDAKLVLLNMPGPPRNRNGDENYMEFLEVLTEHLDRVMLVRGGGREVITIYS
# zVAD death inh: inhibitors of zVAD-triggered necroptosis, primary screen, L929 cells; L929 zVAD necroptosis rescue, ATP luminescence, 24 h; with zVAD 60 µM; viability rescue, % at 10 µM; 220,000 compounds, 0.38% hits;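 active = activation, scaled between plate controls, above about 75%, limit read from the data; inactive = activation under that limit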;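 also: 0% = zVAD with DMSO and 100% = DMSO alone without zVAD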
# Thrombin inh: human alpha-thrombin inhibitors, primary screen, counter-screen for coagulation protease inhibitor project, biochemical, 1536-well, fluorogenic AMC substrate. Prothrombin (Homo sapiens), P00734. Boc-VPR-AMC fluorogenic substrate cleavage. inhibition, % at 5 µM. 220,000 compounds, 0.26% hits;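 active = inhibition at or above 40%; inactive = inhibition below 40%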;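 also: 0% = enzyme with no compound and 100% = wells without enzyme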
#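 Material: Human alpha-thrombin protein | Buffer or medium: pH 7.5 Tris-saline with Tween 20 | Reagent: Boc-VPR-AMC substrate, 15 µM final | Schedule: Reaction at ambient temperature | Detection: AMC fluorescence at 355 nm excitation and 460 nm emission | Evaluation: Percent inhibition scaled between no-compound controls and no-enzyme blanks | Controls: no-compound enzyme wells and no-enzyme blanks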
# hK5 inh: human KLK5 protease inhibitors, primary screen, biochemical, 1536-well | 210,000 compounds, 0.59% hits | inhibition, % at 5 µM | recombinant hK5, fluorogenic AMC substrate cleavage;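 active = inhibition of 40% or more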;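 also: 0% = enzyme controls without compound and 100% = no-enzyme blanks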
# Hck Nef HTS: inhibitors of Nef-activated human Hck kinase, primary screen, biochemical, Z-Lyte FRET, 384-well, Hck-YEEI; Tyrosine-protein kinase HCK (Homo sapiens), P08631; Recombinant Hck-YEEI plus Nef, Z-Lyte FRET kinase assay; inhibition, % at 20 µM; 220,000 compounds, 0.68% hits; AID 463187, 2010;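 active = Hck-Nef kinase inhibition above about 50%, limit read from the data; inactive = inhibition below that limit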;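 also: 0% = DMSO with Hck plus Nef and 100% = Hck alone without Nef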
# FXIa inh: human FXIa protease inhibitors, primary screen, biochemical, 1536-well | 220,000 compounds, 0.14% hits | purified FXIa, Boc-Glu-Ala-Arg-AMC fluorogenic substrate | AID 798, 2007 | Coagulation factor XI (Homo sapiens), P03951 | inhibition, % at 5 µM;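 active = inhibition of at least 40%; inactive = inhibition below 40%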;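 also: fluorescence of freed AMC excited at 355 nm; 0% = enzyme without compound and 100% = no enzyme blank; many of its hits are not listed in these tables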
# TNF necrop inh: inhibitors of TNF-alpha triggered necroptosis, primary screen, cell-based, Jurkat FADD-/-, single concentration; AID 463075, 2010; 220,000 compounds, 0.068% hits; activation (protection from cell death), % at 10 µM; Jurkat FADD-/- TNF necroptosis rescue, ATP luminescence, 24 h; 0 = TNF only, 100 = no-TNF cells;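 active = activation, meaning protection from cell death, of at least 50% relative to plate controls; inactive = activation below 50%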;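 also: necroptosis triggered by 40 ng/mL TNF-alpha added together with compound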
# An asterisk follows results filed as active; / = not tested or not shown. Some of the compounds tested; rates above refer to the full screens.
SMILES,FXIIa inh,Rad51 HR inh,Cl transport mod,zVAD death inh,Thrombin inh,hK5 inh,Hck Nef HTS,FXIa inh,TNF necrop inh
Cc1ccc(CS(=O)(=O)Cc2ccc(C(=O)N3CCC4(CC3)OCCO4)o2)cc1,3.9,0.1,/,1.1,-6.5,-1.7,2.3,-5.2,-2.5
Clc1cccc(Cl)c1CN1CCN(c2ccccc2)CC1,9.2,-4.4,0.73,0.1,0.3,-21.2,4.4,1.9,1.4
Cc1ccc(CN(Cc2ccccc2)C(=S)NCC(=O)N2CCC3(CC2)OCCO3)o1,14.6,6.0,0.455,-1.9,-4.2,-1.1,10.3,-0.6,-2.4
O=[N+]([O-])c1ccc(N2CCOCC2)c2cccnc12,4.6,4.4,1.07,2.8,2.8,-3.3,-19.9,-5.1,-1.6
CC(C(=O)O)N(C(=O)c1ccccc1)c1ccc(F)c(Cl)c1 (centres undefined),-1.6,-15.8,0.514,0.0,-2.7,-11.4,0.9,-6.6,-0.1
C=CCn1c(O)c(C(CC)=NCCc2c[nH]c3ccccc23)c(=O)[nH]c1=O,2.5,22.4,0.0524,-0.3,-0.8,-5.0,3.7,-1.6,-11.9
CCN1CCN(c2cc(N3CCCC3)c(F)cc2[N+](=O)[O-])CC1,-0.9,-5.0,0.707,1.1,-4.4,-1.4,1.9,-8.7,3.7
COc1cc(CN=Cc2c(O)n(C(C)(C)C)c(=O)[nH]c2=O)cc(OC)c1,12.7,7.1,-0.76,0.2,0.3,-0.1,14.5,-4.0,-2.7
Cc1cc(/C=C2/C(=O)NC(=O)N(Cc3ccco3)C2=O)c(C)n1-c1ccccc1,14.8,-14.7,-1,0.1,3.2,-13.4,2.9,8.5,0.6
CC(C)=CCOc1c2occc2cc2ccc(=O)oc12,-0.7,2.6,-1.98,4.9,-7.1,-9.2,4.5,-4.6,2.0
O=C1NC(=O)N(Cc2ccc(F)cc2)C(=O)/C1=C/c1cccs1,1.1,0.6,-1.01,0.4,1.1,-16.0,10.5,-5.8,-1.6
N#CC(C#N)=Cc1cccnc1,2.4,-0.9,-0.0693,1.2,-10.5,-4.5,15.7,-0.3,-0.2
O=c1[nH]c(=O)n(CCC2=CCCCC2)c(O)c1C=NC1CCN(Cc2ccccc2)CC1,13.2,-7.3,-0.152,0.0,-0.8,-0.7,-0.5,2.2,-20.6
COc1cc2c(C(=O)N3CCN(C)CC3)c(C)n(C)c2cc1Br,15.6,-5.5,/,-0.3,1.6,6.9,-0.3,8.2,3.6
O=C(Cn1c(=O)n(CC2CS2)c2ccccc21)N1CCCCC1 (centres undefined),15.2,/,0.633,0.8,-2.5,/,-9.7,7.5,-2.0
CN1CCC2(CC1)NC(=O)C1=C(CN(C)CC1)N2,5.5,8.9,0.397,0.5,-0.1,-14.8,-1.3,-1.5,-3.2
CC(C)CCP(=O)(O)c1ccccc1,2.7,-6.2,8.33*,-0.1,2.8,-6.8,0.3,1.2,0.2
COc1cc(N2CCOCC2)ccc1C=C1C(=O)NC(=O)NC1=O,20.2,-7.5,-2.08,1.8,-3.5,-5.7,0.3,17.9,0.3
Cc1ccc(C2N3CCCN23)cc1 (centres undefined),4.2,11.3,-0.668,0.4,-2.7,2.1,13.7,-2.1,2.2
CCN(CC)S(=O)(=O)c1ccc(C)c(NCC(=O)Nc2ccc(C#N)c(Cl)c2)c1,6.9,-2.8,-0.538,1.9,-6.9,-3.6,2.8,-3.9,1.6
CC(C)(C)[C@]1(O)C[C@@H]2OC(=O)C[C@@]23C(=O)O[C@@H]2OC(=O)[C@H](O)[C@]213,15.8,3.2,-0.365,4.6,2.0,2.0,-2.3,7.6,2.6
N#CC1(c2ccccc2)CCN(C2CC(=O)N(c3ccc4c(c3)OCO4)C2=O)CC1 (centres undefined),7.8,-13.2,0.00274,2.4,-3.6,-2.8,-3.6,-2.3,0.2
COc1ccc(CCN)cc1OC,2.9,4.2,0.399,0.1,1.0,-2.0,31.1,-0.1,-0.8
O=C(Cc1ccccc1)N1CCN(C/C=C/c2ccccc2)CC1,23.9,1.7,/,1.8,4.0,-5.5,0.9,5.1,0.9
COc1ccc2c(c1OC)C(=O)OC2c1c(O)n(C2CCCCC2)c(=O)[nH]c1=O (centres undefined),-16.7,2.4,-0.0256,0.1,-8.7,5.2,0.2,-15.4,-0.8
COc1ccc(C(=O)C(Cc2ccccc2)N(C)C)cc1 (centres undefined),16.3,1.8,/,0.8,1.4,-9.3,9.7,2.3,-1.5
O=C1NC(=O)N(Cc2ccco2)C(=O)/C1=C/c1cccn1CCOc1ccccc1Cl,8.8,-2.7,0.829,-0.8,-6.0,0.3,0.4,8.5,1.3
CCN(CC)C(=O)c1ccc(NC(=O)Cn2nc(C)c3ccccc3c2=O)cc1,15.3,2.0,1.87,1.5,15.4,26.0,-1.8,11.7,1.2
COc1ccc(/C=C2\C(=O)NC(=S)N(C)C2=O)cc1C,0.0,-38.9,/,19.1,-1.5,-13.1,19.5,-3.6,0.3
CCCCCCCSc1cc(OC)c(CCNC)cc1OC,7.6,0.5,-0.243,48.3,-1.3,4.9,1.2,-0.7,-25.2
O=C1/C(=C/c2cc3c(cc2Cl)OCO3)N2CCC1CC2,15.4,9.0,-0.0419,1.4,-0.6,-18.0,5.7,5.8,4.1
CN1C(=O)C(=Cc2ccccc2OCc2ccccc2Cl)C(=O)N(C)C1=O,7.5,6.9,-0.317,0.0,-9.0,-6.6,2.7,-1.6,1.2
CCCCN1C(=O)NC(=O)C2(Cc3ccccc3N3CCOCC32)C1=O (centres undefined),17.7,-9.9,/,-0.3,3.8,-19.3,0.2,7.8,-1.0
CC12CCC3C(CC=C4CC5(CCC43C)OCCO5)C1CCC2=O (centres undefined),9.7,4.8,0.548,1.9,-8.7,-0.3,26.4,0.9,1.2
CCc1cccc(CC)c1NC(=S)N1CC2CC(C1)c1cccc(=O)n1C2 (centres undefined),10.9,0.1,0.181,0.8,-0.7,-7.1,2.5,8.9,0.1
CC[n+]1c(/C=C/C=C/c2ccc(N(C)C)cc2)sc2ccccc21,-0.7,5.8,-0.271,3.9,-6.3,3.1,15.6,-11.7,-27.2
COc1ccc(C(C)=O)cc1CC(C(=O)c1ccc(C)c(C)c1)N(C)C (centres undefined),11.5,12.3,0.306,-0.7,-10.2,-7.4,0.5,4.2,1.5
COc1cccc(-n2c(CN3CCN(C)CC3)nc3ccc([N+](=O)[O-])cc3c2=O)c1,7.9,-11.1,0.373,0.3,-5.5,-12.3,9.8,6.1,-0.6
Cc1cc(Br)c(NC(=O)CN2CC=C(c3ccccc3)CC2)c(Br)c1,5.3,2.5,-0.715,1.6,-24.7,-1.4,17.0,-10.3,2.0
CC(Cc1ccsc1)NCc1cn[nH]c1-c1ccc(F)cc1F (centres undefined),5.6,/,-0.605,1.2,-2.0,2.7,6.4,2.9,5.6
CNCCCc1ccccc1,8.9,9.5,0.297,0.1,-0.3,-7.7,-0.4,-0.7,0.4
CCCNS(=O)(=O)c1ccc(OCC(=O)N2CCN(Cc3ccc4c(c3)OCO4)CC2)cc1,12.3,-0.4,-0.584,-1.0,-2.3,-0.8,-20.5,2.7,-5.9
O=C(c1cc2ccccn2n1)N1CCC2(CC1)OCCO2,12.4,-1.4,/,0.4,0.5,0.6,-0.7,-0.9,-0.1
CCCCn1c(O)c(/C=N/N2CCCCC2c2cccnc2)c(=O)[nH]c1=S (centres undefined),11.8,-5.0,0.0174,0.9,-6.7,-6.1,4.4,7.4,1.9
Brc1ccc(CN2CCNCC2)s1,4.4,-3.7,0.119,-0.2,-0.1,-1.7,-19.9,-10.8,-0.5
O=C1/C(=C/c2ccccc2Cl)N2CCC1CC2,6.0,12.8,0.174,0.5,-5.0,0.9,23.0,-1.0,5.9
CN1CCc2nc(SCc3ccccc3Br)c(C#N)cc2C1,-10.6,-22.0,0.898,-0.4,-4.4,-30.2,-2.8,-7.4,-1.8
O=C1NC(=O)[C@]2(Cc3ccccc3N3CCN(c4ccccc4)CC32)C(=O)N1Cc1ccccc1 (some centres undefined),9.9,-1.9,-1.69,-0.1,4.8,2.7,1.4,2.5,-1.0
COc1ccc(C2=NCC(=O)N(CC(=O)NCc3ccco3)c3sc4c(c32)CCCC4)cc1,11.6,0.6,0.295,-0.2,0.5,6.4,3.7,5.2,-1.8
CCCCn1c(=O)c(C(=O)NCc2ccco2)c(O)c2ccccc21,-1.0,-5.3,0.36,3.3,-7.7,-5.7,26.5,1.1,-0.1
COC1CCCCC1NCCc1ccccc1 (centres undefined),5.1,-3.9,1.23,0.5,-1.4,4.6,28.2,-1.5,0.7
C[N+]1(C)C2CCC1CC(OC(=O)C(CO)c1ccccc1)C2 (centres undefined),3.7,5.3,0.666,0.4,1.6,-9.1,1.3,-3.0,0.7
C=CCn1c(O)c(C(CC)=NCCC2=CCCCC2)c(=O)[nH]c1=O,2.3,10.2,-0.832,-0.1,-5.4,-2.6,1.3,-6.8,-1.6
CCCCCCC[n+]1ccc(-c2cc[n+](CCCCCCC)cc2)cc1,18.1,-11.3,0.971,4.1,0.8,-8.8,3.5,9.5,-0.9
CCCCOCCCn1c(N)c(C(=O)OCCOC)c2nc3ccccc3nc21,3.7,-9.1,-0.786,0.2,-4.6,-125.8,30.1,-2.9,-1.1
COc1ccc(OCC(=O)N2CCN(Cc3ccc4c(c3)OCO4)CC2)cc1,11.9,/,0.0833,-1.0,2.2,/,6.1,3.8,0.9
Cc1ccc(-n2c(O)c(/C=N/N3CCCCCC3)c(=O)[nH]c2=O)cc1C,7.9,/,-0.862,0.0,-5.3,0.8,-7.3,2.3,0.4
C=CCn1c(O)c(C(C)=NCc2ccc3c(c2)OCO3)c(=O)[nH]c1=O,6.5,-6.2,-0.375,-0.3,-1.9,2.2,10.7,1.1,-8.5

# Given with tabs: part of the list above.
Molecule	FXIIa inh	Rad51 HR inh	Cl transport mod	zVAD death inh	Thrombin inh	hK5 inh	Hck Nef HTS	FXIa inh	TNF necrop inh
CN1CCc2nc(SCc3ccccc3Br)c(C#N)cc2C1	-10.6	-22.0	0.898	-0.4	-4.4	-30.2	-2.8	-7.4	-1.8
COC1CCCCC1NCCc1ccccc1 (centres undefined)	5.1	-3.9	1.23	0.5	-1.4	4.6	28.2	-1.5	0.7
C=CCn1c(O)c(C(C)=NCc2ccc3c(c2)OCO3)c(=O)[nH]c1=O	6.5	-6.2	-0.375	-0.3	-1.9	2.2	10.7	1.1	-8.5
